KB-V1 cytotox – kills drug-selected multidrug resistant KB-V1 cells; 400,000 tested, 3.4% active; Potency, µM (titrated, usually from 46.1 µM), for inactives: at the top dose activity change, negative = cytotoxicity, hits mostly cytotoxic; KB-V1 MDR cells viability, CellTiter-Glo, 72 h; note: potency is the fitted concentration of half-maximal effect; % is set by controls: 0 for no effect and ±100 for the full control effect; nearly all actives have a fitted effect of over 60% in size
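Potencies derive from concentration-effect curves fitted to normalized luminescence (CellTiter-Glo) of KB-V1 cells treated for 72 h at 37 degrees C in phenol-red-free DMEM containing 10% FBS.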
HT1080 IDH1KD tx – kills HT-1080 cells with IDH1 knockdown | HT-1080 IDH1 knockdown viability, ATP luminescence, 48 h | Potency, µM (titrated, usually from 46.1 µM), for the others: at the top dose activity, negative = toxicity, usual class: cytotoxic | 360,000 tested, 2% active | AID 686971;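 note: potency is the fitted concentration of half-maximal effect; 0% = DMSO wells and -100% = cell-free medium wells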
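CellTiter-Glo luminescence after 48 h compound exposure at 37 degrees C of IDH1-knockdown HT-1080 cells in 5% FBS RPMI. %Activity scaled between DMSO wells and cell-free media wells, with curves fitted and assigned curve classes.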
ATXN2 expr inh – inhibitors of ATXN2 expression; HEK-293 ATXN2-luciferase reporter, luminescence, 24 h; Potency, µM (titrated, usually from 57 µM), for the others: at the top dose activity change, negative = inhibition, most hits filed as inhibitors; 360,000 tested, 0.72% active; note: potency is the fitted concentration of half-maximal effect; % is set by controls: 0 for no effect and ±100 for the full control effect; nearly all actives have a fitted effect of over 55% in size
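qHTS (up to 57 uM final) was run with 24 h compound exposure of reporter cells at 37 °C. Each well was multiplexed: SteadyGlo luminescence measured ATXN2-luciferase expression after a fluorogenic Gly-Phe-AFC viability readout (25 uM final).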
KB-3-1 tox – kills parental KB-3-1 adenocarcinoma cells. 400,000 tested, 1.4% active. Potency, µM (doses to about 46.1 µM), without a hit: at the top dose activity change, negative = cytotoxic, hits mostly cytotoxic. KB-3-1 viability, CellTiter-Glo ATP luminescence, 72 h; note: potency is the fitted concentration of half-maximal effect; % is set by controls: 0 for no effect and ±100 for the full control effect; nearly all actives have a fitted effect of over 60% in size
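Parental KB-3-1 viability, qHTS format: 72 h compound exposure, 37 °C; CellTiter-Glo; media-only wells and DMSO plates as controls; concentration-effect fits on corrected data.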
HT1080-NT tox – kills 2HG-producing HT-1080-NT fibrosarcoma cells | HT-1080-NT fibrosarcoma viability, CellTiter-Glo ATP luminescence, 48 h | Potency, µM (titrated, usually from 46.1 µM), inactives show at the top dose activity, negative = less viability, usual class: cytotoxic | 360,000 tested, 1.6% active | AID 686970;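 note: NT is the 2HG producing partner of a matched IDH1 knockdown line; potency is the fitted concentration of half-maximal effect; 0% = DMSO-treated cells and -100% = media-only wells without cells; nearly all actives have a fitted effect of over 55% in size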
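Viability of the 2HG-overproducing fibrosarcoma line after 48 hours of compound exposure at 37 degrees C was determined by luminescence with CellTiter-Glo, and concentration-effect curves were then fitted and categorized.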
ATXN viability – viability counter-screen for ATXN expression inhibitors | S2 cells (HEK-293 line with an ATXN2-luciferase reporter) viability, CellTiter-Fluor protease fluorescence, 24 h | Potency, µM (series often up to 56.7 µM), hits mostly cytotoxic | 400,000 tested, 0.49% active; note: potency is the fitted concentration of half-maximal effect; nearly all actives have a fitted effect of over 40% in size
MCF10A rereplic – DNA re-replication induction in MCF 10a cells; MCF 10A DNA re-replication, Hoechst nuclear intensity, 48 h; 350,000 tested, 2.9% active; Potency, µM (doses to about 46.1 µM), without a hit: at the highest dose activity, positive = re-replication, hits mostly activators; note: potency is the fitted concentration of half-maximal effect; % of control where 0% means no effect; nearly all actives have a fitted effect of over 50% in size
IL1B secr inh – inflammasome signaling inhibition, IL-1 beta readout. THP-1 LPS/ATP IL-1B secretion, AlphaLISA, 16 h; active compounds read low. activity change, % at 57.5 µM. 360,000 tested, 4.7% active. AID 743279; in the data active = activity change below about -50%; inconclusive = mostly about -30% to -49%; note: % is set by controls: 0 for no effect and ±100 for the full control effect
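THP-1 cells pretreated 1 hr with compounds (up to 57.5 uM final), then stimulated with LPS (250 ng/mL final) plus ATP (1.25 mM final); secreted IL-1B measured by AlphaLISA after 16 hr, decreased signal indicating inhibition.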
SW480 rereplic – inducers of DNA re-replication in SW480 colon cancer cells; AID 624297; 340,000 tested, 1.8% active; Potency, µM (titrated, usually from 46.1 µM), for inactives: at the highest dose re-replication activation, most hits filed as activators; SW480 DNA re-replication, Hoechst DNA content imaging, 48 h; note: potency is the fitted concentration of half-maximal effect; % of control where 0% means no effect; nearly all actives have a fitted effect of over 55% in size
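Per well, 250 cells were exposed to pinned compound for 48 hr. Nuclear DNA was visualised with Hoechst (40 min, 37 C) and total object intensity recorded by fluorescence scanning.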
* hit, by the source's call; i = inactive; ? = inconclusive; . = not tested or not shown; & = joins results of further samples; [ ] = dose if it differs, or a comment. Unless noted, calls come from the whole dose curve; as a rule, active = well fitted curve in the direction sought with a large enough effect; inconclusive = small, poorly fitted or top-dose-only effect, or another doubt; inactive = no such curve, though single readings can be large; an effect the other way counts as inactive or inconclusive.

SMILES	KB-V1 cytotox	HT1080 IDH1KD tx	ATXN2 expr inh	KB-3-1 tox	HT1080-NT tox	ATXN viability	MCF10A rereplic	IL1B secr inh	SW480 rereplic
CCCOc1ccccc1-c1nc2c([nH]1)c(=O)[nH]c(=O)n2C	-11%	?	91%[activator]	-4%	?	i	1%	-9	-1%
Cc1ccc(S(=O)(=O)N2CCN(C(=O)COc3ccc(-c4nnco4)cc3)CC2)cc1	-11%	0%	5%	-6%	-14%	i	6%	14	0%
Cc1ccc(N/C=C/C(=O)c2cccs2)cc1	0%	-4%	-8%	-1%	4%	i	2%	9	-4%
COc1cc(OC)c(-c2nc3ccccc3s2)cc1OC	9%	-21%	16%	-5%	0%	?	?	-2	-2%
COc1ccc(NC(=O)COc2ccc(/C=N/n3c(C)nnc3C)cc2OC)cc1	?	6%	55%[activator]	-1%	18%	i	4%	-29	-8%
COC(=O)CCCn1cc(CN2CC(N3CCCC3)CS2(=O)=O)nn1 (configuration not stated)	4%	12%	7%	-7%	1%	i	.	-4	.
O=C(CSc1nnc(NC(=O)C2CC2)s1)Nc1ccccc1Cl	-29%	?	-14%	-5%	?	i	6%	11	6%
Cc1ccc(S[C@@H](CCN2CC[C@H](NC(=O)OCc3ccccc3)CCC2=O)c2ccccc2)cc1	?	-4%	-20%	-19%&2%	-20%	?	?	-11	9%
OC(COc1ccc2cc(Br)ccc2c1)CN1CCCC1 (configuration not stated)	?	13µM*	?	?	-29%[9.24 µM]	?	?	-5	?
CCOC(=O)c1cn(CC)c2cc(N3CCOCC3)c(F)cc2c1=O	-15%	9%[9.24 µM]	-7%	9%	16%	?	1%	-16	-2%
CCCCc1c(O)nc(SCC(=O)O)[nH]c1=O	1%	3%	-33%	-10%	-2%	i	-27%	16	-21%
O=c1c2ccccc2[nH]c(=S)n1CC1CCCO1 (configuration not stated)	-4%	2%	7%	2%	1%	i	0%	-5	0%
CCCn1c2c(c(O)c(C(=O)Nc3ncccc3C)c1=O)CCCC2	-9%	2%	-18%	7%	-2%	i	-182%[0.0737 µM]	-10	6%
Cc1onc(-c2ccccc2)c1C(=O)n1cc(Br)cn1	3%	4%	0%	14%	7%	i	-2%	31	-2%
O=C(CCNS(=O)(=O)c1cccc2nsnc12)Nc1ccc(F)cc1	27%	.	3%	-15%	.	i	.	.	.
COc1cc(NS(=O)(=O)c2ccc(NC(=S)NC(=O)/C=C/c3ccc(OC)c(OC)c3)cc2)ncn1	1%	-10%	-3%	-1%	-6%	i	?	?	2%
N/C(=N\OS(=O)(=O)c1ccccc1)c1cccnc1	-1%	3%	3%	-1%	-4%	i	5%	1	0%
CC(C)C(=O)c1cn(CC(=O)N2CCCc3ccccc32)c2ccccc12	5.2µM*	-12%	-2%	4%	6%	i	19%	-2	4%
Cn1c(=O)n(C)c2cc(N3CCCC3)c(NC(=O)c3cccc(F)c3)cc21	-3%	6%	-11%	-16%	15%	i	1%	0	1%
c1ccc2c(c1)OCC(c1csc3ncnc(N4CCCCC4)c13)O2 (configuration not stated)	?	-6%	-23%	-17%	-3%	i	?	6	-2%
O=C(NC1CCc2ccccc21)C1CCN(S(=O)(=O)c2ccc(Cl)cc2)CC1 (configuration not stated)	7%	3%	-19%	6%	4%	?	-4%	0	-6%
CCOc1cc(NC(=O)c2cccs2)c(OCC)cc1NC(=O)c1cccnc1	-14%	-1%	.	4%	2%	i	?	-15	15%
COc1ccc(C(=O)OCC(=O)N(C)C2CCS(=O)(=O)C2)cc1S(=O)(=O)N1CCCc2ccccc21 (configuration not stated)	-1%	-10%	5%	-9%	-16%	i	-7%	0	-1%
COc1cccc(-c2nc(CS(=O)(=O)CC(=O)Nc3cccc(C)c3C)c(C)o2)c1	5%	0%	-11%	7%	-22%	.	16%	-8	1%
CC(C)(CSc1ncccn1)NS(=O)(=O)c1ccccc1	4%	4%	-8%	?	0%	i	-35%[inhibitor]	-2	-24%
COCCNC(=O)CN1C(=O)NC2(CCOc3ccccc32)C1=O (configuration not stated)	11%	-4%	-11%	-8%	-1%	i	-12%	-7	-10%
Cc1c(Cl)cnc(NC(=O)COC(=O)c2nn(C)c(=O)c3ccccc23)c1Cl	?	0%	-14%	24%	-3%	i	17%	22	7%
O=C(NCc1ccc(OC(F)(F)F)cc1)c1cccc2c1C(=O)c1ccc(N3CCCC3)cc1S2(=O)=O	-18%	-1%	9%	-4%	?	?	10%	20	0%
CCOC(=O)C1(C)CCCN(C(=O)c2ccc(OC)cc2)C1 (configuration not stated)	2%	24%	4%	0%	11%	i	.	-8	.
CN(C)S(=O)(=O)c1cccc(COC(=O)CN2C(=O)NC3(CCCC3)C2=O)c1	15%	16%	-10%	-2%	15%	i	-11%	11	-10%
O=C(Cn1nnc2c(cnn2-c2ccccc2)c1=O)N1CCN(c2ccccc2F)CC1	?	2%	3%	-2%	10%	i	?	16	-4%
CC1CCCCN1CCCNC(=O)C1CCN(c2nc3ccccc3o2)CC1 (configuration not stated)	14%	-5%	-6%	-4%	-13%	i	11%	-28	-3%
CCOC(=O)c1ccccc1NC(=O)COc1ccccc1	-11%	1%	26%	12%	0%	i	12%	8	0%
CN1C(=O)C(CC#N)(C2(CC#N)C(=O)N(C)c3ccccc32)c2ccccc21 (configuration not stated)	-5%	-2%	-4%	0%	0%	i	8%	21	1%
O=C(O)[C@H](CO)Nc1ncnc2sc3c(c12)CCC3	6%	2%	0%	4%	10%	i	5%	18	1%
CCC1CCCCN1S(=O)(=O)c1ccc(NC(=O)C2CC(=O)N(C(C)(C)C)C2)cc1 (configuration not stated)	25%	19%	5%	9%	19%	i	-12%	-5	-2%
COCCNc1nc(C)cc(-c2cc(C(=O)NC3CCCC3)on2)n1	-8%	9%	10%	3%	10%	i	17%	0	4%
O=c1[nH]c(/C=C\c2cccc(Cl)c2)nc(O)c1[N+](=O)[O-]	13%	-3%	.	0%	7%	i	0%	-11	-6%
CCCCOc1ccc(C(=O)NCC(=O)NCCOc2ccccc2OC)cc1	3%	-2%	-5%	2%	-3%	i	9%	-15	0.92µM*
O=C(CCC1COc2ccccc2O1)Nc1ccc(Cl)cn1 (configuration not stated)	?	-3%	?	-28%	-7%	i	?	-17	?
O=C(Nc1cccc(Cl)c1Cl)C1CCCC1	11%	8%	6%	8%	14%	?	6%	16	-95%[inhibitor]
CC1CCc2sc(C(=O)N/N=C/c3ccc([N+](=O)[O-])cc3)cc2C1 (configuration not stated)	-11%	2%	-12%	-1%	12%	i	-4%	4	-7%
COc1ccc(C)cc1-n1nnnc1SCC(=O)Nc1cc(C)on1	-27%	-1%	-1%	17%	-1%	i	-10%	-5	-4%
N#Cc1cc(Sc2ccccn2)c(Sc2ccccn2)cc1C#N	10%	4%	-4%	3%	-20%	i	-15%	-11	2%
CC(=O)Nc1cccc(Oc2nc(-c3ccccn3)nc3ccccc23)c1	?	3%	?	?	7%	?	?	.	66%
Cc1onc(-c2c(Cl)cccc2Cl)c1C(=O)NCc1cccs1	?	0%	-1%	-2%	-9%	i	-6%	16	-4%
Cc1cc(C)n(/N=C/c2ccco2)c(=O)c1C#N	12%	0%	.	-8%	16%	i	-4%	?	1%
COc1cc(-c2cnc3c(NC=O)cc(-c4ccccc4Cl)cn23)cc(OC)c1OC	3.3µM*	?	-17%	1µM*	?	?	.	126	.
CCC(C(=O)NCc1ccccc1)n1c(-c2cccs2)nc2ccccc21 (configuration not stated)	?	-11%	.	-10%	9%	.	.	-8	.
c1ccc2c(C[n+]3csc4ccccc43)cccc2c1	10%	?	36%	13%	-2%[9.24 µM]	i	2%	-15	?

Additional results follow.
SMILES	KB-V1 cytotox	HT1080 IDH1KD tx	ATXN2 expr inh	KB-3-1 tox	HT1080-NT tox	ATXN viability	MCF10A rereplic	IL1B secr inh	SW480 rereplic
COc1cc(NC(C(=O)Nc2cccc(C(C)=O)c2)c2ccccc2)cc(OC)c1OC (configuration not stated)	4.6µM*	-3%	21%	?	-4%	i	-21%	0	-32%[inhibitor]
CCC(=O)N1c2ccccc2NC2=C(C(=O)CCC2)C1c1ccco1 (configuration not stated)	6%	16%	-15%	3%	16%	i	0%	0	-11%
C1CCc2c(nc3nnnn3c2NCC2CC2)C1	14%	7%	.	5%	-3%	i	-2%	-19	-9%
O=C(NC1CC1)c1ccc(CS(=O)c2ccccc2)o1 (configuration not stated)	7%	-3%	-7%	-17%	-5%	i	4%	-28	-6%
CN(C(=O)COC(=O)/C=C/c1ccc(C(F)(F)F)cc1)c1c(N)n(Cc2ccccc2)c(=O)[nH]c1=O	18%	-4%	-3%	-14%	-1%	i	4%	-4	8%
COc1ccc(NC(=O)CSc2nnc(-c3ccccc3Cl)n2Cc2ccco2)c(OC)c1	0%	-20%	-2%	-26%	-1%	i	4%	?	15%
O=C(CSc1nnnn1-c1ccc2c(c1)OCCO2)N1CCc2ccccc21	-14%	7%[9.24 µM]	-8%	-11%	?	i	16%	1	-3%
O=C(Cn1c(=O)oc2cc(S(=O)(=O)N3CCCC3)ccc21)Nc1ccccc1Br	-8%	-1%	-11%	-1%	13%	i	-2%	-1	-16%

Some of these compounds in order of heavy-atom count, highest first.
SMILES	KB-V1 cytotox	HT1080 IDH1KD tx	ATXN2 expr inh	KB-3-1 tox	HT1080-NT tox	ATXN viability	MCF10A rereplic	IL1B secr inh	SW480 rereplic
COc1ccc(NC(=O)CSc2nnc(-c3ccccc3Cl)n2Cc2ccco2)c(OC)c1	0%	-20%	-2%	-26%	-1%	i	4%	?	15%
O=C(Cn1c(=O)oc2cc(S(=O)(=O)N3CCCC3)ccc21)Nc1ccccc1Br	-8%	-1%	-11%	-1%	13%	i	-2%	-1	-16%
CCC(=O)N1c2ccccc2NC2=C(C(=O)CCC2)C1c1ccco1 (configuration not stated)	6%	16%	-15%	3%	16%	i	0%	0	-11%
